Pf Dd2 inh: qHTS Primary assay for Inhibitors of Plasmodium falciparum Dd2 growth in vitro; Potency, µM (doses to about 28.9 µM), for the others: at the highest dose activity, negative = inhibition, hits mostly inhibitors; P. falciparum Dd2 growth, SYBR Green, 72 h; AID 1347417, 2020; 4.3% of 120,000 active; active = well fitted inhibition curve with a large enough effect; inconclusive = small, poorly fitted or top-dose-only effect; inactive = no such curve, though single readings can be large or run the other way;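 also: plate controls were DMSO vehicle for no effect and reference drug for full effect; nearly all actives have a fitted effect of over 65% in size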
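Readout: SYBR Green fluorescence, 485 nm excitation, 535 nm emission, after ~16 h lysis at 37C. Before that, Dd2-infected red cells (2.5% hematocrit) grew 72 h with compound, 29 uM top final concentration.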
Starred values were filed as active, the others as inactive; i = inactive; ? = inconclusive; [ ] = remark or other dose. Potency is read from the fitted curve at half-maximal effect.

SMILES	Pf Dd2 inh
COc1ccc(OC2CN(C(=O)c3ccccc3)C2)cc1	21%[44.1 µM]
COc1cccc(C(=O)N2C[C@@H](Oc3ccccc3)C[C@@H]2C(=O)N2CCOCC2)c1	?
CCOc1ccc(-c2noc(CSc3nnc(Cc4ccccc4)n3-c3cccc(C)c3)n2)cc1	10µM*
O=C(c1cccn1-c1nnc(N2CCCC2)s1)N1CCN(c2ccccc2)CC1	i
CCC(C)NC(=O)C1CC(c2ccccc2)CN(C(=O)c2ccc(OC)cc2)C1 (stereo not drawn)	i
O=C(CC[C@H]1NC(=O)c2ccccc2NC1=O)NCCc1ccco1	-11%
O=C(NCc1ccc2c(c1)CCN2C(=O)c1ccc(F)cc1)c1c(F)cccc1F	8%
Cc1cc(C)cc(-c2ccc(C=O)cc2)c1	-11%[44.1 µM]
Cn1cccc1C(=O)N1CCN(C(=O)N2CC3CC(C2)[C@H]2CCCC(=O)N2C3)CC1 (stereo partly drawn)	-4%
COc1cccc(-c2ccc(N3CCCCCC3)nn2)c1OC	-17%
COc1ccccc1N1CC2(CN(CCOc3ccccc3)C(=O)O2)C1	22%[44.1 µM]
O=c1c2nc(Nc3ccccc3)ccc2ncn1-c1ccccc1	i
Cn1cc(CN[C@@H]2C[C@H](CO)[C@@H](O)[C@H]2O)c2ccccc21	-25%[44.1 µM]
O=C(Cc1ccccc1)Nc1sc2c(c1C(=O)Nc1ccccc1Cl)CCCC2	13%
O=C(c1ccc(C(F)(F)F)cc1)N1CCC(N2CCOC2=O)CC1	16%
COc1ccc(OC)c(S(=O)(=O)N2CCCC(Cn3c(C)nc4cccnc43)C2)c1 (stereo not drawn)	i
Cc1cccc2c(=O)cc(CSCC(=O)Nc3ccc(Cl)cc3)[nH]c12	i
COc1ccc(CCC(=O)N2CCC3(CC2)C(=O)N(C)c2ccccc23)cc1	?
COc1ncccc1-c1nccc2c(=O)cc(N3CCOCC3)oc12	i
CS(=O)(=O)N1C[C@H]2CCN(Cc3cn[nH]c3-c3ccccc3)C[C@H]21	-22%
COCCC(=O)N1CCC2(CC1)C(=O)Nc1cc(OCc3ccccc3)c(OC)cc12	i
NC(=O)c1c(NC(=O)c2noc3c2CCCC3)sc2c1CCCC2	?
CCNC(=O)c1n[nH]c2c1CN(C(=O)c1ccccc1OC(F)(F)F)CC2	-9%
CN1CCCN(C(=O)CCC[C@@H]2[C@H]3CCCN4CCC[C@@H](CN2C)[C@@H]34)CC1	i
CCOCCCN1C(=O)CN(C2CCCCCC2)C(=O)C1c1ccc(OCC)c(OC)c1 (stereo not drawn)	?
COCCNC(=O)CSc1nc(-c2ccc(F)cc2)[nH]c1-c1ccc(Cl)cc1	?
Cc1nc(SCc2ccc(Cl)cc2)c(C#N)c(C)c1Cl	-16%
COc1cccc(C(=O)N2CCC3(CCCCO3)CC2)c1	-19%
COc1ccc(OC)c(NC(=O)C2=C(C)C(=O)OC23CCN(C(C)C)CC3)c1	-25%
O=C1CCN(C(=O)C2CCN(C(=O)Cc3c[nH]c4ccccc34)CC2)CCCCCCN1	i
COc1ccc(C(=O)Nc2ccc3nc4c(c(Nc5ccc(OC)c(OC)c5)c3c2)CCCC4)c(OC)c1	-8%
Cc1nn(-c2ccccc2)c(Oc2ccccc2)c1CCC(=O)NCC1CCCO1 (stereo not drawn)	?
O=C(c1cccc(Br)c1)N1CCN(c2cc(-c3cccs3)[nH]n2)CC1	i
O=S(=O)(c1ccc(-n2cnnn2)cc1)N1CCN(c2cccc(Cl)c2)CC1	60%[activator]
Cc1cccc(C(c2sc3nc(-c4ccco4)nn3c2O)N2CCOCC2)c1 (stereo not drawn)	30%
Cn1cc(-c2nc(N3CCOCC3)cc3c2CN(c2ccccc2)C3=O)cn1	-8%[44.1 µM]
COc1ccc(N2CCN(C(=O)c3cccn4c(=O)c5ccc(Cl)cc5nc34)CC2)cc1	i
CC(C)CNC(=O)N1CCCN(C(=O)C2CC2)C(c2ccccc2)CC(=O)NCC1 (stereo not drawn)	i
COC1C(=O)N(c2cccc(F)c2)C12CCN(C(=O)c1ocnc1C)CC2 (stereo not drawn)	-11%
COCc1ccc2c(c1)c(OC(C)(C)C(=O)NCCN(C)C)nn2Cc1ccccc1	?
O=C(CC(F)(F)F)N1CCC(c2noc(-c3ccccc3)n2)C1 (stereo not drawn)	33%[activator][5.79 µM]
COc1cc(C)cc(-c2cc(C(=O)O)cc(S(=O)(=O)N3CCOCC3)c2)c1OC	-13%
CC(=O)Nc1ccc(NS(=O)(=O)c2ccc(Cl)s2)cc1	7%
CC(=O)N1CCC(Oc2ccc(Cl)cc2C(=O)NCC(C)c2ccccc2)CC1 (stereo not drawn)	i
CCOC(=O)C1CCCN(S(=O)(=O)c2ccc3c(c2)N(C)C(=O)CC(=O)N3C)C1 (stereo not drawn)	18%
COc1cccc(CNC(=O)C2CCCN(S(=O)(=O)N(C)c3ccc(F)cc3)C2)c1OC (stereo not drawn)	-18%
COc1ccc(C(=O)N[C@H]2CO[C@H]3[C@@H]2OC[C@@H]3Nc2nccc(-c3cccc(F)c3)n2)cc1	i
COCC(=O)N[C@@H]1CN(Cc2cccc(F)c2F)C[C@H]1CO	-15%
Cc1cccc(NC(=O)c2sc3nc4c(cc3c2N)CCCCCC4)c1C	?
O=C(NC[C@H]1OC[C@@H](NCc2ccccc2F)[C@@H]1O)c1ccc(F)cc1	5%[44.1 µM]

A stretch from the list above:
SMILES	Pf Dd2 inh
COc1ccc(N2CCN(C(=O)c3cccn4c(=O)c5ccc(Cl)cc5nc34)CC2)cc1	i
CC(C)CNC(=O)N1CCCN(C(=O)C2CC2)C(c2ccccc2)CC(=O)NCC1 (stereo not drawn)	i
COC1C(=O)N(c2cccc(F)c2)C12CCN(C(=O)c1ocnc1C)CC2 (stereo not drawn)	-11%
COCc1ccc2c(c1)c(OC(C)(C)C(=O)NCCN(C)C)nn2Cc1ccccc1	?
O=C(CC(F)(F)F)N1CCC(c2noc(-c3ccccc3)n2)C1 (stereo not drawn)	33%[activator][5.79 µM]
COc1cc(C)cc(-c2cc(C(=O)O)cc(S(=O)(=O)N3CCOCC3)c2)c1OC	-13%
CC(=O)Nc1ccc(NS(=O)(=O)c2ccc(Cl)s2)cc1	7%
CC(=O)N1CCC(Oc2ccc(Cl)cc2C(=O)NCC(C)c2ccccc2)CC1 (stereo not drawn)	i
CCOC(=O)C1CCCN(S(=O)(=O)c2ccc3c(c2)N(C)C(=O)CC(=O)N3C)C1 (stereo not drawn)	18%
COc1cccc(CNC(=O)C2CCCN(S(=O)(=O)N(C)c3ccc(F)cc3)C2)c1OC (stereo not drawn)	-18%
COc1ccc(C(=O)N[C@H]2CO[C@H]3[C@@H]2OC[C@@H]3Nc2nccc(-c3cccc(F)c3)n2)cc1	i
COCC(=O)N[C@@H]1CN(Cc2cccc(F)c2F)C[C@H]1CO	-15%
Cc1cccc(NC(=O)c2sc3nc4c(cc3c2N)CCCCCC4)c1C	?
O=C(NC[C@H]1OC[C@@H](NCc2ccccc2F)[C@@H]1O)c1ccc(F)cc1	5%[44.1 µM]

Continued.
SMILES	Pf Dd2 inh
COCCn1nnnc1C1CC2(CCOCC2)C(=O)N1Cc1cccc(OC)c1 (stereo not drawn)	21%
O=C(c1ccc2cc[nH]c2c1)N1CCC2(CC1)N=C(c1cccc(Br)c1)NO2	i
O=C1NC(=NC2CCCCC2)C2(CCN([S+](=O)([O-])c3ccsc3)C2)N1c1cccnc1 (stereo not drawn)	5%
CCCN1C(=O)Cc2cc(C(=O)N3CCN(c4ccccc4Cl)CC3)ccc21	?
CC(C)NC(=O)N1CCCC1c1noc(CCC(=O)NCC2CC2)n1 (stereo not drawn)	-8%
COc1cccc(CC(=O)N2C[C@@H](CO)[C@H](c3nc(C4CC4)no3)C2)c1	?
FC(F)(F)c1ccc(Oc2ccc(CN3CCCC3)cc2Cl)nc1	?
CCOc1cccc(-c2nnc(CCC(=O)NCCc3ccccc3)c(=O)[nH]2)c1	i
OCCN(CCO)c1ncnc2c1cnn2-c1ccc(F)cc1	101%[activator]
COc1ccc(Cn2c(CO)cnc2SCc2ccccc2)cc1	29%
O=C(CCCc1nc2ccccc2s1)N1CCc2nc3cc(-c4ccccc4)[nH]n3c(=O)c2C1	-1%[5.79 µM]
CN1CCCN(C[C@@H]2CN(C(=O)c3ccn(C)n3)C[C@@H]2CO)CC1	-8%
COc1ccc(C(=O)N2CCC(n3cc(-c4nc(C(C)C)no4)nn3)CC2)cc1OC	i
CC(C)c1noc(-c2cn(C3CCN(C(=O)c4cccc(Br)c4)C3)nn2)n1 (stereo not drawn)	-8%
N#CCn1nc2n(c1=O)CCN(C(=O)Cc1c(F)cccc1Cl)CC2	i
CC(C)c1noc(-c2cccn3c(CNC(=O)CCCc4ccccc4)nnc23)n1	i
COc1ccc(CN(C(=O)Nc2ccc(C)c(F)c2)C2CCN(C(C)=O)CC2)cc1	7%
Cc1cc(C)c2c(CC(=O)Nc3ccc(S(=O)(=O)Nc4ncccn4)cc3)coc2c1	4%
COCCn1c(C)cnc1CCNC(=O)CC(C)C	-10%
Fc1ccccc1CN1CCNc2cc(Nc3ccccc3)ncc2C1	-28%[44.1 µM]
CN(C)c1cc2c(cc1NS(=O)(=O)c1ccccc1)n(C)c(=O)n2C	25%
COc1ccc(C)c2sc(NC(=O)c3ccc(S(=O)(=O)N4CCCC4)cc3)nc12	-7%
CCOc1ccc2c(c1)sc1nc(=O)n(-c3ccc(Cl)c(Cl)c3)c(=O)n12	i
Cn1cc(-c2cnc3[nH]cc(CC(=O)NCC4CCOCC4)c3c2)cn1	-19%[44.1 µM]
O=Cc1cccc(Oc2ncnc3ccccc23)c1	-18%[44.1 µM]
CCCCCC(=O)Nc1nc2c(s1)C[C@@H]1[C@](C)(CO)[C@H](O)CC[C@@]1(C)[C@@H]2CC(=O)NCCOC	?
COc1ccccc1C(=O)N[C@@H]1CN(Cc2ccncc2)C[C@H]1CN(C)C	-21%
Cn1ccn2ncc(C(=O)NC3CC(c4nnc(CO)n4C4CC4)C3)c12 (stereo not drawn)	i
NCC(=O)N1CCCC(N2CCN(c3cccc(Cl)c3)CC2)C1 (stereo not drawn)	-17%
O=C(CCn1ccnc1)N1CCC(c2nc(CCOc3ccc(F)cc3)no2)C1 (stereo not drawn)	i
Cc1ccc2onc(CNC(=O)Nc3cc(F)ccc3F)c2c1	-14%
Cc1ccccc1OCC(=O)Nc1ccccc1OCc1cc(=O)n2ccccc2n1	41%[activator]
Cc1ccc(-c2ccc3nnc(CNC(=O)c4ccccc4C)n3n2)cc1C	2%
Cn1cnc2cc(Nc3ccc(Cl)cc3F)cc(C(=O)NCc3cccnc3)c21	?
CO[C@H]1C[C@@H](O)C12CCN(C(=O)c1oc(COc3ccccc3)cc1C)CC2	-17%
O=C(NC[C@H]1O[C@H](Cc2cc(COc3ccccc3)on2)CC[C@@H]1O)Nc1ccc(F)cc1	-20%
CC(=O)NC1(C)CN(c2cccc(C(F)(F)F)c2)C1	-4%[44.1 µM]
COc1cccc(CNC(=O)C2CCN(c3cn[nH]c(=O)c3)C2)c1 (stereo not drawn)	-8%
CC(NC(=O)C1CCN(C(=O)c2ccc(-n3ccc4ccccc43)s2)CC1)c1ccccc1 (stereo not drawn)	-15%
O=C(NCCc1ccccc1)[C@@H]1COCC(=O)N1Cc1ccc(F)cc1	12%
COc1ccccc1CNC(=O)c1ccc2c(c1)N(Cc1cccc(Cl)c1)C(=O)c1ccccc1S2(=O)=O	?
Cc1ccc(NC(=O)C2CCCN(c3nnc(-n4c(C)ccc4C)s3)C2)c(C)c1 (stereo not drawn)	?
CC(=O)Nc1cccc(-c2ccnc(-c3nnc(C)n3-c3ccccc3)c2)c1	i
CCOCC(=O)N1CCc2nc3cc(-c4ccc(OC)cc4)[nH]n3c(=O)c2C1	?
COCCN(C)C(=O)c1nc2nc(-c3ccccc3)c(Cl)cc2n1C	-28%[44.1 µM]
C=CCNC(=O)c1cn2c(n1)CN([S+](=O)([O-])c1cccc(C(F)(F)F)c1)CC2	62%[activator]
COc1ccc(CNC(=O)Cn2ccc3cc(S(=O)(=O)N4CCCCCC4)ccc32)cc1OC	-10%
CC1=C(C(=O)Nc2ccccc2)C(c2cccc(C)c2)N2C(CC(=O)NC3CC3)=CSC2=N1 (stereo not drawn)	-14%
O[C@H]1CN[C@H](c2nc(-c3ccccn3)no2)C1	25%[44.1 µM]
CCN(Cc1noc(C)n1)C(=O)CC1C(=O)NCCN1CC(C)(C)C (stereo not drawn)	7%
Later entries.
SMILES	Pf Dd2 inh
Cn1cc(CN2C[C@@H]3C[C@H]2C(=O)N(CC2CC2)c2ccccc2O3)c2ccccc21	-1%[44.1 µM]
COc1ccc(-c2n[nH]c3c2CC(=O)N(CC2CCOCC2)C3)cc1F	-11%[44.1 µM]
O=C(CCC[C@@H]1[C@H]2CCCN3CCC[C@@H](CN1C(=O)c1ccccc1F)[C@@H]23)N1CCOCC1	-10%
O=C(NCCc1cccs1)c1cc2n(n1)CC(c1ccc3c(c1)OCO3)OC2 (stereo not drawn)	i
CC#CCn1cc2c3c(cccc31)[C@H](CC(C)C)N[C@H](C(=O)NC(C)C)C2	?
CCN(CC)S(=O)(=O)c1cccc(C(=O)Nc2ccccc2C(=O)Nc2ccc(OC)cc2)c1	7.1µM*
CCc1nn(CC(=O)NC2CC2)c(=O)c2cc3ccccc3n12	3%
CCC1Oc2ccc(NC(=O)c3cccs3)cc2CN(Cc2ccc(F)cc2)C1=O (stereo not drawn)	-11%
Cc1cn2nc(C(=O)NCc3ccccc3F)cc2c(N2CCCC2)n1	?
Cn1c(=O)c2c(n3c4ccccc4nc13)NC(=O)CC2c1ccccc1F (stereo not drawn)	i
CNC(=O)CN1C(=O)COc2ccc(S(=O)(=O)N3CCC(C)CC3)cc21	-15%
CCOc1ccc(C(=O)N2CCN(c3nnc4ccc(C(F)(F)F)cn34)CC2)cc1	?
Cc1ccc(-c2ncc(C(=O)NCC3CCCCC3)c(-c3ccncc3)n2)cc1	i
Cc1ncsc1CN1CCOc2ccc(C(=O)NCc3ccccc3F)cc2C1	-21%
CC(C)Oc1ccc(C(=O)Nc2nnc3n2CCS3)cc1	13%

The list is partial. The share of hits here may be higher or lower than overall.
